# Bioassay records: PubChem BioAssay, National Center for Advancing Translational Sciences (NCATS)
# N370S GC: N370S glucocerebrosidase modulation, Gaucher chaperone candidate | P04062 | N370S GC spleen homogenate, 4MU-glucoside fluorescence | Potency, µM (highest dose often 59.4 µM), for the others: at the highest dose activity change, negative = inhibition, most hits filed as inhibitors | hit rate 0.092% among 330,000 | AID 2101;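 further: 0% = full enzyme activity and -100% = no enzyme basal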
# DT40 TDP1 no CPT: qHTS for Inhibitors of human tyrosyl-DNA phosphodiesterase 1 (TDP1): qHTS in cells in absence of CPT; DT40 Tdp1-/- hTDP1 cells, no CPT, ATP luminescence, 48 h; Potency, µM (top dose mostly 46.2 µM), without a hit: top-dose activity change, negative = growth inhibition, usual class: inhibitors; hit rate 15% among 420,000; AID 686978, 2013; further: nearly all actives have a fitted effect of over 55% in size
#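 No-CPT arm: Tdp1-/-;hTDP1 DT40 cells (400/well) plus compounds, incubated ≥48 hr at 37 °C. Readout CellTiter-Glo luminescence.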
# TDP1 block: inhibitors of human tyrosyl-DNA phosphodiesterase TDP1. Q9NUW8. recombinant TDP1, AlphaScreen DNA substrate cleavage. Potency, µM (titrated, usually from 130 µM), for inactives: top-dose activity change, negative = inhibition, hits mostly inhibitors. hit rate 0.28% among 350,000; further: nearly all actives have a fitted effect of over 40% in size
# Target sequence (Q9NUW8 whole entry, looked up): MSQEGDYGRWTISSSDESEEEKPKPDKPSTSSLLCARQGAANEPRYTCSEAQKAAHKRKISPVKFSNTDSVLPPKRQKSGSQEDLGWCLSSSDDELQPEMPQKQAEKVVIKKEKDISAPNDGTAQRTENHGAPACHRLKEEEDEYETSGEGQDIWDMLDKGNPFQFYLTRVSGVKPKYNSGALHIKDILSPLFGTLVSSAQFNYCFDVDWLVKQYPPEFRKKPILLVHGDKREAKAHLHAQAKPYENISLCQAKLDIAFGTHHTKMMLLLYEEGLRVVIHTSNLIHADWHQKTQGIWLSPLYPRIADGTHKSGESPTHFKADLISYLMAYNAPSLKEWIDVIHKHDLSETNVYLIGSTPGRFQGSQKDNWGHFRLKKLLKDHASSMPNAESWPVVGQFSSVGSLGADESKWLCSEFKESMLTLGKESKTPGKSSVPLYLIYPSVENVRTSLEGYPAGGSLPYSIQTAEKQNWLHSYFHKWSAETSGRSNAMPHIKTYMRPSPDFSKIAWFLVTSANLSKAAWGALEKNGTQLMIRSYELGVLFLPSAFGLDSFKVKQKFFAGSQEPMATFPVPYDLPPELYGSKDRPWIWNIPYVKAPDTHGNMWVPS
#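 Enzyme-compound mixtures sat 15 min at room temperature, followed by a 5 min reaction with 15 nM final substrate and 10 min with AlphaScreen beads. Recombinant human Tdp1 was used at 1 nM final.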
# Starred values were filed as active, the others as inactive; ? = inconclusive; . = not tested or not shown; & = joins results of further samples; [ ] = dose if it differs, or a comment. The call rests on the fitted dose curve; in most records, active means well fitted curve in the direction sought with a large enough effect; inconclusive means small, poorly fitted or top-dose-only effect, or another doubt; inactive means no such curve, though single readings can be large; an effect the other way counts as inactive or inconclusive. Unless noted, on the % scale 0 is the no-effect control and ±100 the full control effect; potency means the concentration at half of the fitted maximal effect. Not all compounds are listed, so the mix of outcomes need not match the whole.
smiles,N370S GC,DT40 TDP1 no CPT,TDP1 block
COc1ccc(C2CC(c3ccccc3)=NN2C(=O)CSc2nccc(=O)[nH]2)cc1 (stereo not given),-8%,-6%,3%
COc1cc(NC(=O)CNc2cccc(S(=O)(=O)N3CCOCC3)c2)cc(OC)c1,-9%,?,4%[0.505 µM]
CC(C)OC(=O)CN1C(=O)c2ccccc2C1=O,10%,?,5%
CCOC(=O)N1CCN(CC(O)COc2cc(C)ccc2C(C)C)CC1 (stereo not given),6%,8.2µM*,1%
CC(=O)N(CCN(C)C)c1nc2cc3c(cc2s1)OCCO3,-18%,0%,1%
CCOc1ccccc1N1CCN(C(=O)NCc2ccc(C)cc2)CC1,5%,?,6%
O=C(CSc1nc2ccccc2c(=O)n1-c1ccccc1)N1CCC1,3%,0%,5%
CCC1Nc2ncnc(N3CCN(c4ccccc4)CC3)c2N(Cc2ccc(Cl)cc2)C1=O (stereo not given),-9%,21µM*,5%
CC1=C(C(=O)Nc2cccnc2)C(c2ccc(Cl)cc2)n2nc(-c3ccccc3)nc2N1 (stereo not given),.,?,3%
COc1ccc(NC(=O)CSCC(=O)Nc2cccc3ncccc23)cc1,-2%,-17%,.
CN(C)c1ccc(C(C(=O)NC(C)(C)C)N(C(=O)c2csnn2)C2CC2)cc1 (stereo not given),13%,-11%,-2%
CCc1ccc(NC(=O)CSCCO)cc1,3%,-3%,1%

# An excerpt of these results, with two lines to a compound:
# Sequence of screens: N370S GC	DT40 TDP1 no CPT	TDP1 block
- COc1ccc(NC(=O)CSCC(=O)Nc2cccc3ncccc23)cc1
→ -2%	-17%	.
- CN(C)c1ccc(C(C(=O)NC(C)(C)C)N(C(=O)c2csnn2)C2CC2)cc1 (stereo not given)
→ 13%	-11%	-2%

# Further compounds
smiles,N370S GC,DT40 TDP1 no CPT,TDP1 block
CCc1nnc(NC(=O)CN2C(=O)/C(=C/c3cc(OC)c(OC)c(OC)c3)SC2=S)s1,6%,?,3%
O=C(CN1CCN(C(=O)c2ccccc2)CC1)Nc1ncc(Br)cc1Br,0%,-28%,2%
Cc1ccc(/C=N/NS(=O)(=O)c2ccc([N+](=O)[O-])cc2)o1,15%,-28%,5%
CCOc1cc(N2CCOCC2)c(OCC)cc1NC(=O)c1ccc(S(C)(=O)=O)cc1,-2%,-21%,0%
CCc1ccc2occ(CC(=O)Nc3nnc(SC)s3)c2c1,.,2%,0%
COc1cccc(CNC(=O)CCNC(=O)c2ccccc2OC)c1,-4%,5%,2%
CC(=O)C1C(c2ccc(C)cc2)c2c(n[nH]c2C)CC1(C)O (stereo not given),5%,-12%,5%
N#Cc1c(N)c(C(=O)c2ccccc2)n2c1CCCC2,4%,-10%,1%
CCN(CC)C(=O)[C@H]1C[C@H](CC(=O)NCCc2ccccn2)C(=O)N2CCc3c([nH]c4ccc(Cl)cc34)[C@]12C,.,21µM*,1%[56.1 µM]
CCN(Cc1ccccc1)C(=O)Cn1c(=O)n(CC(=O)N2CCCCC2)c(=O)c2sccc21,-3%,15%,3%
CCc1cccc(C)c1NC(=O)CN1CCN(S(=O)(=O)c2ccc(C(C)(C)C)cc2)CC1,0%,23µM*,.
O=C(Nc1ccc(OC(F)(F)F)cc1)C1CC(c2ccc(F)cc2)=NO1 (stereo not given),15%,-23%,2%

# Exported with each value named: part of the list above
COc1cccc(CNC(=O)CCNC(=O)c2ccccc2OC)c1
- N370S GC: -4%
- DT40 TDP1 no CPT: 5%
- TDP1 block: 2%

CC(=O)C1C(c2ccc(C)cc2)c2c(n[nH]c2C)CC1(C)O (stereo not given)
- N370S GC: 5%
- DT40 TDP1 no CPT: -12%
- TDP1 block: 5%

N#Cc1c(N)c(C(=O)c2ccccc2)n2c1CCCC2
- N370S GC: 4%
- DT40 TDP1 no CPT: -10%
- TDP1 block: 1%

CCN(CC)C(=O)[C@H]1C[C@H](CC(=O)NCCc2ccccn2)C(=O)N2CCc3c([nH]c4ccc(Cl)cc34)[C@]12C
- N370S GC: .
- DT40 TDP1 no CPT: 21µM*
- TDP1 block: 1%[56.1 µM]

# Later entries:
smiles,N370S GC,DT40 TDP1 no CPT,TDP1 block
O=C(OCn1nnc2ccccc2c1=O)c1cc2ccccc2o1,11%,-13%,.
CSc1nc(-c2ccco2)nn1C(=O)c1ccc(C)cc1,-3%,-29%,5%
Cn1c2c(c3cnc4cc(Cl)ccc4c31)CN(Cc1ccc(Cl)cc1)CC2,.,7.1µM*,3%
COc1ccc(-n2c(SCc3ccccc3F)nc3c([nH]c4ccccc43)c2=O)cc1,.,?,3%
COc1cc(C)c(S(=O)(=O)Nc2ccccc2F)cc1C,5%,?,0%
O=C(Oc1ccc(C(=S)N2CCOCC2)cc1)c1cc([N+](=O)[O-])cc([N+](=O)[O-])c1,-13%,-6%,.
O=c1[nH]cc(I)cc1I,-17%,11%,9%
CCOC(=O)C1(Cc2ccc(Cl)cc2)CCN(C(=O)C2=NNC(=O)CC2)CC1,-7%,-2%,6%
COc1cccc(NC(=O)Nc2nnc(Cc3ccc(OC)c(OC)c3)s2)c1,-1%,-29%,.
COCCNC(=O)COCc1cc(-c2ccc3c(c2)OCO3)on1,-13%,8%,.
O=C(N=C1N=C2C=CC(Br)=CN2Cc2ccccc21)c1ccc([N+](=O)[O-])cc1[N+](=O)[O-],10%,?,5%
COc1cccc(CNC(=O)CCC2CCCN(C(=O)c3cc(C)[nH]n3)C2)c1 (stereo not given),14%,-16%,4%

# By substructure, those above containing fluorine
smiles,N370S GC,DT40 TDP1 no CPT,TDP1 block
O=C(Nc1ccc(OC(F)(F)F)cc1)C1CC(c2ccc(F)cc2)=NO1 (stereo not given),15%,-23%,2%
COc1ccc(-n2c(SCc3ccccc3F)nc3c([nH]c4ccccc43)c2=O)cc1,.,?,3%
COc1cc(C)c(S(=O)(=O)Nc2ccccc2F)cc1C,5%,?,0%

# More records follow:
smiles,N370S GC,DT40 TDP1 no CPT,TDP1 block
Cc1cc(C)nc(Nc2n[nH]c(-c3ccccc3C)n2)n1,5%,3%,6%
C=CCC1CCC/C(=N\NS(=O)(=O)c2ccc(C)cc2)C1 (stereo not given),3%,11%,2%
Cc1ccc(S(=O)(=O)NCCCCCC(=O)Nc2ccccn2)cc1,8%,-10%,4%
CCc1c(C)nc(N2CCN(Cc3ccccc3)CC2)[nH]c1=O,16%,?,0%
O=S(=O)(NC1CCCC1)c1ccc(S(=O)(=O)N2CCCN(Cc3ccccc3)C2)cc1,2%,?,6%
O=C(CCSCCc1ccccn1)Nc1ccc(Cc2ccncc2)cc1,-7%,-18%,3%
COc1ccc(S(=O)(=O)NCCc2cn3cccc(C)c3n2)cc1OC,12%,7%,2%
Cc1ccc(OCCn2nnc3sc4c(c3c2=O)CCC(C(C)(C)C)C4)cc1 (stereo not given),.,-20%,-2%
CCCOc1ccc(-c2nc(C#N)c(N3CCN(C)CC3)o2)cc1,-4%,?,4%
Cc1c(NS(=O)(=O)c2cccc(C(=O)O)c2)c(=O)n(-c2ccccc2)n1C,-9%,-1%&2%,1%&-6%
CCC(C)NC(=O)C1(C)CCC(=O)N1CCc1ccc(OC)c(OC)c1 (stereo not given),-19%,0%,7%
O=C(CNCc1ccc(F)cc1)Nc1cc(S(=O)(=O)N2CCOCC2)ccc1Cl,.,?,-2%

# (further entries)
smiles,N370S GC,DT40 TDP1 no CPT,TDP1 block
Cc1cccc(C)c1OC(=O)CSc1nnc(-c2ccccc2O)o1,.,-3%,1%
CC1CC(C)CN(C(=O)COC(=O)/C=C/c2cccc([N+](=O)[O-])c2)C1 (stereo not given),-7%,-5%,-2%
CCC1CCCCN1CCCNC(=O)c1ccc2c(c1)c(C)c(C)n2CC (stereo not given),-6%,?,6%&0%
COC(=O)CSc1nnc(CNC(=O)c2cccs2)n1-c1cccc(C)c1,-12%,-27%,2%
CCOC(=O)CNC(=O)c1ccc(Br)s1,-5%,15%,.
Cc1ccc(S(=O)(=O)N(C)CC(=O)OCC(=O)NC(c2ccccc2)c2ccccc2)cc1,25%,-19%,-2%
COc1ccccc1CNC(=O)C(=O)NCC1CCCN1S(=O)(=O)c1cccs1 (stereo not given),-2%,?,1%
O=C1CN(C(=O)CSc2nncn2-c2ccccc2)c2ccccc2N1,2%,-23%,4%
COc1ccccc1C(=O)OCC(=O)Nc1ccc(Cl)cn1,-3%,-13%,1%
O=C1C(Cc2ccccc2)C(c2ccccc2)N1c1ccccc1 (stereo not given),-13%,?,-4%
Cc1ccc(S(=O)(=O)NC(C(=O)Oc2ccc3c(C(F)(F)F)cc(=O)oc3c2)c2ccccc2)cc1 (stereo not given),8%,-17%,14%
COc1cc(C(=O)Nc2cc(C)c(O)c(-c3nc4ccccc4s3)c2)cc(OC)c1OC,.,-2%,5%

# Following part:
smiles,N370S GC,DT40 TDP1 no CPT,TDP1 block
COc1ccc(CCNC(=O)COC(=O)Cn2cnc3c2c(=O)n(C)c(=O)n3C)cc1,.,0%,5%
COc1ccc(NC(=O)c2ncn[nH]2)cc1,-9%,-14%,2%
O=C(NCCN1CCCC1)c1ccccc1Cl,22%,0%,3%
CC1(O)/C=C\C=C(\CO)C2CC(C)(C)C2(O)CC1 (stereo not given),3%,1%[9.04 µM],2%
CC1CCCCN1C(=O)COc1ccc(S(=O)(=O)N2CCCC2)cc1[N+](=O)[O-] (stereo not given),.,6%,-2%
COc1ccc(S(=O)(=O)Nc2c(NC3CCCCC3)c3ccccc3oc2=O)cc1Cl,-6%,-15%,4%
COc1ccc(S(=O)(=O)N(C(=O)C(C)C)c2ccc3oc(=O)sc3c2)cc1,-6%,16µM*,7%
CCC(C)NC(=O)/C=C/c1cccs1 (stereo not given),6%,-2%,6%
CCOC(=O)N1CCN(C(=O)CNS(=O)(=O)c2c(C)cc(C)cc2C)CC1,-10%,-9%,-3%
COc1ccc(C(=O)NC2CCN(C(=S)Nc3ccccc3C)CC2)cc1,1%,-20%,-4%
Cc1cc(Nc2cccc(Cl)c2)nc2ccc(NC(=O)c3cccnc3)cc12,.,8.2µM*,7%
CN(C)S(=O)(=O)c1cc(C(=O)NCc2ccccc2)c(Cl)cc1Cl,2%,-23%,0%

# More results follow:
smiles,N370S GC,DT40 TDP1 no CPT,TDP1 block
COc1ccc(C2C(C(=O)Nc3cccc(C)n3)c3ccccc3C(=O)N2C)cc1OC (stereo not given),2%,-23%,3%
Cc1ccc(S(=O)(=O)NCc2ccc(C(=O)NCCCN3CCN(C)CC3)cc2)cc1,3%,-4%,1%
COCCCNC1=C(Cl)C(=O)c2ccccc2C1=O,-2%,?,4%
COc1cc(NC(=O)CSc2nc3ncnc(N)c3[nH]2)c(C(=O)O)cc1OC,-1%,11%,5%
Nc1ccc(C(=O)OCC(=O)Nc2ccc([N+](=O)[O-])cc2C(F)(F)F)cc1,-3%,?,0%
CCN1CCN(c2csc3ccc(Cl)cc3c2=O)CC1,.,-13%,4%
Cc1ccc(C(=O)NNC(=O)C2CCN(S(=O)(=O)c3ccc(C)cc3)CC2)cc1,-12%,-21%,3%
COc1cc2c(cc1OC)CN(C(=O)/C=C/c1cc(OC)c(OC)c(OC)c1)CC2,-9%,9.2µM*,.
